RAD54 inh – inhibitors of human RAD54 branch migration; Q92698; RAD54 Holliday junction branch migration, FAM/BHQ fluorescence; inhibition, % at 10.4 µM; 360,000 tested, 0.14% active; AID 602329;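 active = mean normalized replicate activity at least 40 and at least half of replicates scoring 40 or more; inconclusive = only one of the two criteria met; inactive = mean below 40 and under half of replicates reaching 40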;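 note: 0% = median of neutral control wells and 100% = median of positive control wells; inhibitors cause a drop in the FAM fluorescence signal; in these data hits start at about 50%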
ERp5 inh – blocks human ERp5 reductase activity on insulin. 350,000 tested, 0.05% active. Q15084. inhibition, % at 9.99 µM. ERp5 insulin aggregation, absorbance 650 nm, 90 min;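 active = mean replicate inhibition above about 25%, with every replicate also reaching it, limit read from the data, passing the limit was not always enough; inconclusive = only one of those two criteria met; inactive = neither criterion met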
Target sequence (Q15084 whole entry, looked up): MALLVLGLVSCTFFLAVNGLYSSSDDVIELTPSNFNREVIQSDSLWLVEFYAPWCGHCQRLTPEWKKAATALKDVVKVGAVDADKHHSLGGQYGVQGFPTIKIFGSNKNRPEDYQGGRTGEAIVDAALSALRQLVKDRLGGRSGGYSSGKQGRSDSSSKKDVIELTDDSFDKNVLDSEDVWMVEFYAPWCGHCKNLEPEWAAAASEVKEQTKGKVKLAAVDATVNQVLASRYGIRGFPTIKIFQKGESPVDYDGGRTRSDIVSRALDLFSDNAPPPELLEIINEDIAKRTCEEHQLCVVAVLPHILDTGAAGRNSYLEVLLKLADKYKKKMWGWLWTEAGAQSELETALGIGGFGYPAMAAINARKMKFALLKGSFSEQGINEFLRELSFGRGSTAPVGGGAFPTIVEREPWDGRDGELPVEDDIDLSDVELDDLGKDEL
PglD DTNB – PglD (C. jejuni) enzyme inhibition. purified PglD enzyme, DTNB colorimetric CoA detection. inhibition, % at 12.5 µM. 360,000 tested, 0.098% active; in the data active = inhibition above about 16%, passing the limit was not always enough; inconclusive = no clear call, values can overlap the other calls; note: strong numbers were not always called active
Casp6 inh – inhibitors of human caspase-6. inhibition, % at 12.5 µM. P55212. purified caspase-6, Z-VEID-R110 cleavage fluorescence. 350,000 tested, 0.53% active;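 active = mean inhibition across replicates at least about 35%, with every replicate also reaching that limit, limit read from the data; inconclusive = only one of the two criteria met; inactive = neither criterion met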;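 note: 0% = median of neutral control wells and 100% = no fluorescence left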
RAD52 inh – inhibitors of human RAD52 DNA annealing; P43351; recombinant RAD52 DNA annealing, FRET fluorescence; inhibition, % at 18.7 µM; 360,000 tested, 0.46% active;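 active = every replicate showing at least 50% inhibition; inconclusive = mean inhibition at least 50% but not in every replicate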
Target sequence (P43351 whole entry, looked up): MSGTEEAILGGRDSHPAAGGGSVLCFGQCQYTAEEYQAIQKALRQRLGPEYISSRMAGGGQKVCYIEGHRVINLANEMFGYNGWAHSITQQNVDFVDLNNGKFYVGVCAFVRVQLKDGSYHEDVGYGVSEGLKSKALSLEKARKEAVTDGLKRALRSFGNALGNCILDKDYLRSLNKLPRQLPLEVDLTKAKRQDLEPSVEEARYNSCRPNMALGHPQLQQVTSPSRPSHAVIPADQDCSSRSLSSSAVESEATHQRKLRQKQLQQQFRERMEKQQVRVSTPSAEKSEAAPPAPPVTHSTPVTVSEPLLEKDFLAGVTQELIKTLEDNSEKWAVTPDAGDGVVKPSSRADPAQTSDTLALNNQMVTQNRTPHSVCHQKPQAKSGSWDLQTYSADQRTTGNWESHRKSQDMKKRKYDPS
ARNT-TACC3 inh – disrupts binding between human ARNT and TACC3; Q9Y6A5; AlphaScreen His-ARNT PAS-B/GST-TACC3 binding, luminescence; TACC3 fragment carries E629A point mutation; inhibition, % at 9.99 µM; 390,000 tested, 0.66% active;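 active = mean inhibition of replicates at least 50% and at least half of replicates each reaching 50%; inconclusive = half or more replicates reach 50% but mean below 50%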;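 note: 0% = complete ARNT plus TACC3 wells and 100% = ARNT alone without TACC3; many hits fall short of the cut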
esBAF inh – inhibitors of esBAF chromatin remodeling in mouse ES cells | Bmi1-luciferase knock-in reporter, 24 h; 100% = twice the neutral-well signal | reporter increase, % at 12.5 µM | 350,000 tested, 2% active; in the data active = activation above about 40%; inconclusive = no clear call, values can overlap the other calls;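 note: 0% = median of the plate's neutral control wells and 100% = double that signal; a rise in the Bmi1 reporter signal indicates esBAF inhibition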
E-sel inducer – E-selectin induction on HUVECs. HUVEC E-selectin immunofluorescence imaging; normalized: neutral wells 0, TNF-alpha wells 100. 260,000 tested, 0.37% active. P16581. activation, % at 7.58 µM;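 active = mean E-selectin-positive cell signal at least 10% of the positive control, reached in at least 60% of replicates, without over 20% cell loss; inconclusive = no rule given, readout overlaps actives, possibly toxicity-flagged; inactive = the rest, including those meeting only one limit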;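 note: in these data hits start at about 27%; measured in HUVEC primary endothelial cells; signal is the percent of cells scored E-selectin positive by PE staining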
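System: HUVEC / Compound: single concentration / Signal: immunofluorescence imaging / Read-out: percent E-selectin-positive cells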
The depositor's hits bear a star; ? = inconclusive; nt = not tested or not shown.

Every second line gives: RAD54 inh | ERp5 inh | PglD DTNB | Casp6 inh | RAD52 inh | ARNT-TACC3 inh | esBAF inh | E-sel inducer
[1] O=C(Nc1ccccc1C(=O)NC1CC1)c1ccccc1F
  2 | -1 | 10 | 1 | 5 | -47 | -3 | -0.4
[2] COc1ccccc1CN1C[C@@H]2N[C@H](C1)C2c1ccc(/C=C/c2ccccc2)cc1 (some centres undefined)
  nt | -4 | nt | 1 | 68* | nt | nt | -0.2
[3] CCOC(=O)C(NC(=O)c1ccccc1)(N1CCOCC1)C(F)(F)F (centres undefined)
  -2 | nt | 3 | nt | nt | -1 | -4 | nt
[4] CN1C(=O)C(CC(=O)Nc2ccc(F)cc2)N(Cc2ccco2)C1=S (centres undefined)
  nt | 2 | nt | -1 | -3 | -5 | nt | nt
[5] C/C=C/c1ccc([C@H]2[C@@H](CO)N(CC3CCCC3)C23CN(S(=O)(=O)CC)C3)cc1
  nt | -4 | nt | 0 | -67 | nt | nt | 0.2
[6] CCCNC(=O)C[C@@H]1CC[C@@H]2[C@H](COc3ccc(NC(=O)Nc4c(C)noc4C)cc3C(=O)N2C)O1
  2 | -4 | 7 | 5 | 10 | -1 | -2 | 0.0
[7] CN1c2ccc(-c3cccc(F)c3)cc2[C@H]2[C@H](CCN2C(=O)c2ccncc2)[C@@H]1CO
  12 | nt | 0 | nt | nt | -9 | -8 | 0.3
[8] CC1(C(=O)Nc2cccc(Oc3ccccc3)c2)CCN1Cc1cc2ccccc2o1 (centres undefined)
  4 | -7 | 4 | -2 | 7 | nt | 7 | 0.9
[9] COCOc1cccc(CN2CCC2(C)C(=O)Nc2ccc(C)c(O)c2)c1 (centres undefined)
  -5 | -4 | -1 | 0 | -18 | nt | -5 | 0.1
[10] C=CCc1cc(/C=C2/NC(=O)N(CC(=O)OC)C2=O)cc(OC)c1O
  3 | 1 | 3 | 1 | -12 | -7 | 1 | nt
[11] CSc1cccc(CNC(=O)CC2C(=O)NCCN2CC(C)(C)C)c1 (centres undefined)
  nt | -3 | nt | 2 | -5 | -1 | nt | nt
[12] CCOc1ccc(N(CC(=O)Nc2ccccc2C)S(=O)(=O)c2c(C)[nH]c(=O)[nH]c2=O)cc1
  0 | 3 | -1 | 1 | -10 | 7 | -2 | -0.3
[13] Nc1ccccc1-c1nc2ccccc2s1
  3 | 0 | 3 | -2 | 10 | -12 | ? | nt
[14] C/C=C/c1cnc2c(c1)C(=O)N([C@H](C)CO)C[C@H](C)[C@H](CN(C)S(=O)(=O)c1ccc(OC)cc1)O2
  -2 | 0 | -1 | 1 | -9 | 1 | 3 | nt
[15] Cn1c(N)c(C(=O)COC(=O)c2ccccc2C(=O)c2ccc(Cl)c([N+](=O)[O-])c2)c(=O)n(C)c1=O
  15 | nt | 4 | nt | nt | -2 | 1 | nt
[16] CC(C)NC(=O)N(C)C[C@@H]1Oc2ccc(NS(C)(=O)=O)cc2CC(=O)N([C@H](C)CO)C[C@H]1C
  -9 | -4 | 4 | -2 | 4 | -7 | -2 | nt
[17] COC(=O)C(CSCc1ccccc1)NC(=O)CSc1nc(C)cc(=O)[nH]1 (centres undefined)
  nt | 0 | nt | 5 | -10 | -3 | nt | nt
[18] CC(=O)c1ccc(N2CCN(S(=O)(=O)c3cccc(S(=O)(=O)N4CCOCC4)c3)CC2)cc1
  -2 | nt | 2 | nt | nt | -7 | -4 | nt
[19] C/C=C/c1ccc2c(c1)O[C@H](CN(C)C(=O)c1ccccc1)[C@@H](C)CN([C@@H](C)CO)S2(=O)=O
  12 | -9 | -2 | 2 | 12 | 23 | 7 | -0.1
[20] COCC#Cc1ccc2c(c1)O[C@H](CN(C)C(=O)C1CCC1)[C@@H](C)CN([C@@H](C)CO)S2(=O)=O
  -3 | 2 | 4 | 2 | -8 | -5 | 5 | 0.3
[21] CCN(CC)CCNC(=O)c1ccc(NC(=O)c2cccc(S(=O)(=O)N3CCc4ccccc43)c2)cc1
  nt | -2 | nt | -15 | 50* | 10 | -6 | -0.1
[22] Cc1ccc(S(=O)(=O)N(C)C)cc1NC(=S)N1CCc2ccccc21
  -9 | 2 | 1 | nt | -16 | 3 | 3 | nt
[23] Nc1cc([N+](=O)[O-])ccc1Nc1ccc(O)cc1
  1 | 2 | -9 | 3 | -3 | 5 | 0 | 0.1
[24] COc1ccccc1CNC(=O)C[C@@H]1CC[C@@H]2[C@H](COC[C@H](O)CN2C(=O)Nc2ccc(F)cc2)O1
  8 | nt | 2 | nt | nt | 12 | 7 | 0.1
[25] COC(=O)[C@H]1C[C@@H]1[C@H](NS(=O)(=O)c1ccc2ccccc2c1)c1ccccc1
  -8 | -4 | 7 | 0 | -31 | -4 | -2 | nt
[26] COc1ccc(NC(=O)Nc2ccc3c(c2)C(=O)N([C@H](C)CO)C[C@H](C)[C@H](CN(C)CC2CCCCC2)OCCCC[C@H](C)O3)cc1
  5 | 9 | -1 | 3 | 15 | 12 | -2 | 0.1
[27] CO[C@@H]1CN(C)C(=O)c2cc(NC(C)=O)ccc2OC[C@H](C)N(Cc2ccncc2)C[C@@H]1C
  9 | 4 | -2 | nt | 1 | -6 | 0 | -0.4
[28] Nc1ncnc(N2CCc3ccccc32)c1[N+](=O)[O-]
  0 | 1 | -1 | -4 | -1 | -1 | -19 | 0.0
[29] O=C(c1cnccn1)N1CC(=O)N2[C@@H](CO)[C@H](c3ccc(C#CC4CC4)cc3)[C@@H]2C1
  nt | -1 | nt | 4 | -11 | nt | nt | 0.1
[30] COc1ccccc1N1CCN(C(=O)c2cc3c(s2)CCCCC3)CC1
  0 | 10 | 2 | 9 | -9 | -19 | 2 | 0.5
[31] CCOc1ccc(C(=O)/C=C/c2ccc(OC)c(OC)c2)cc1
  nt | -1 | nt | 2 | -18 | 0 | nt | nt
[32] O=C(C[C@@H]1CC[C@@H](NS(=O)(=O)c2ccccc2)[C@@H](CO)O1)NCc1ccc(Cl)c(Cl)c1
  7 | -3 | -2 | 0 | 7 | nt | 15 | -0.7
[33] C[C@@H]1CN([C@H](C)CO)C(=O)Cc2cc(NC(=O)Cc3ccccc3)ccc2O[C@@H]1CN(C)C
  -13 | 8 | -4 | 0 | -15 | -11 | -5 | nt
[34] CCCCOc1ccc(N2C(N)=NC(N)=NC23CCCCC3)cc1
  3 | -1 | 3 | -6 | -1 | -10 | -26 | nt
[35] O=C(NCc1ccccc1)c1ccccc1
  2 | -2 | -3 | -4 | -14 | 11 | 20 | nt
[36] C/C=C/c1ccc([C@@H]2[C@H](CO)N(CC3CCOCC3)C23CN(S(=O)(=O)CC)C3)cc1
  nt | -3 | nt | 3 | -22 | nt | nt | 0.0
[37] O=C(Cc1c(Sc2ccccc2)c2ccccc2n1Cc1ccccc1)NCCO
  nt | 0 | nt | 3 | -16 | -2 | nt | 0.0
[38] C[C@H]1CCCCO[C@@H](CN(C)C(=O)Nc2ccc(C(F)(F)F)cc2)[C@@H](C)CN([C@@H](C)CO)C(=O)c2cc(NC(=O)Nc3ccc(F)cc3)ccc2O1
  3 | -5 | 1 | -1 | 8 | 7 | -1 | 0.2
[39] O=[N+]([O-])c1cccc(N=Nc2ccc(O)cc2O)c1
  3 | -13 | 0 | 5 | -7 | 13 | -10 | -2.1
[40] COc1ccc(-c2nc3c(Cl)cc(C(F)(F)F)cn3c2Cc2cccc(F)c2)cc1OC
  -12 | 3 | 1 | -1 | -18 | nt | 7 | 0.6
[41] Cn1ncc([N+](=O)[O-])c1C(=O)N/N=C/c1cccc([N+](=O)[O-])c1
  nt | -1 | nt | -1 | -13 | 0 | nt | nt
[42] CC(SC1=NCCS1)C(=O)Nc1nnc(-c2ccc(Br)cc2)s1 (centres undefined)
  8 | -9 | -3 | -2 | -8 | -1 | 25 | nt
[43] COc1cccc(-c2ccc([C@H]3[C@@H](CO)N4C(=O)CN(C(=O)C5CCCCC5)C[C@@H]34)cc2)c1
  nt | 4 | nt | -1 | -17 | nt | nt | 0.1
[44] O=C(O)c1cccc(-n2sc3ccccc3c2=O)c1
  -2 | 6 | 5 | 4 | -14 | -5 | 1 | nt
[45] Cc1ccc([C@H]2C[C@@H](O)[C@H](n3cc(COC(=O)c4ccccc4)nn3)CN2Cc2cccs2)cc1
  -1 | 4 | -3 | -2 | -13 | nt | -3 | 6.7
[46] Cc1ccc(Cl)c(OCC(=O)NC2CCN(Cc3ccccc3)CC2)c1
  nt | 3 | nt | -6 | -7 | -9 | -2 | 1.5
[47] O=C(C[C@H]1CC[C@H]2[C@@H](COC[C@@H](O)CN2S(=O)(=O)c2ccc(Cl)cc2)O1)NCCN1CCCC1
  -11 | -5 | 1 | -1 | 15 | -6 | 1 | ?
[48] C=CCn1c(=S)[nH]c2ccc(Br)cc2c1=O
  8 | nt | -6 | nt | nt | 2 | -2 | nt
[49] CC1(c2ccc([N+](=O)[O-])cc2)NC(=O)NC1=O (centres undefined)
  -6 | 5 | 4 | -1 | -12 | nt | -5 | 0.1
[50] CNC(=O)C(=O)NCCN1CCN(S(=O)(=O)c2ccc3ccccc3c2)CC1
  9 | 2 | -4 | 1 | -7 | 0 | -9 | 0.2
[51] Cc1cccc(Nc2nc(-c3c(C)nc4ccccn34)cs2)c1
  -2 | nt | 7 | nt | nt | -14 | -26 | nt
[52] COc1ccc(S(=O)(=O)Nc2ccc3c(c2)[C@H]2C[C@H](CC(=O)O)O[C@H](CO)[C@H]2O3)cc1
  9 | 0 | -1 | -2 | -3 | -5 | 6 | -0.8
[53] COc1cc(C(=O)N2CCN(C(=O)c3cccc4ccccc34)CC2)cc(OC)c1OC
  -3 | 1 | 5 | 0 | -5 | 10 | -6 | nt
[54] COc1ccc(Cl)cc1C(=O)NCC(c1ccco1)N1CCCC1 (centres undefined)
  7 | nt | 1 | nt | nt | 1 | 5 | nt
[55] CCC1=NN2C(=N)/C(=C\c3cccn3-c3ccc(C)c(C)c3)C(=O)N=C2S1
  0 | 5 | -10 | 4 | -171 | nt | -5 | nt
[56] COc1cccc(C(c2nnnn2Cc2ccco2)N2CCN(Cc3ccccc3)CC2)c1OC (centres undefined)
  2 | -4 | 1 | 2 | -13 | -5 | 2 | nt
[57] CC(C)CCN(C(=O)c1cn2ccccc2n1)c1c(N)n(Cc2ccccc2)c(=O)[nH]c1=O
  0 | -2 | -4 | -3 | -7 | 7 | -1 | 0.1
[58] CC(C)Oc1ccc(NC(=O)CCC(=O)O)cc1
  -1 | nt | 2 | nt | nt | -4 | 11 | 0.3

Molecules above that have fluorine:
Every second line gives: RAD54 inh | ERp5 inh | PglD DTNB | Casp6 inh | RAD52 inh | ARNT-TACC3 inh | esBAF inh | E-sel inducer
[1] O=C(Nc1ccccc1C(=O)NC1CC1)c1ccccc1F
  2 | -1 | 10 | 1 | 5 | -47 | -3 | -0.4
[3] CCOC(=O)C(NC(=O)c1ccccc1)(N1CCOCC1)C(F)(F)F (centres undefined)
  -2 | nt | 3 | nt | nt | -1 | -4 | nt
[4] CN1C(=O)C(CC(=O)Nc2ccc(F)cc2)N(Cc2ccco2)C1=S (centres undefined)
  nt | 2 | nt | -1 | -3 | -5 | nt | nt
[7] CN1c2ccc(-c3cccc(F)c3)cc2[C@H]2[C@H](CCN2C(=O)c2ccncc2)[C@@H]1CO
  12 | nt | 0 | nt | nt | -9 | -8 | 0.3
[24] COc1ccccc1CNC(=O)C[C@@H]1CC[C@@H]2[C@H](COC[C@H](O)CN2C(=O)Nc2ccc(F)cc2)O1
  8 | nt | 2 | nt | nt | 12 | 7 | 0.1
[38] C[C@H]1CCCCO[C@@H](CN(C)C(=O)Nc2ccc(C(F)(F)F)cc2)[C@@H](C)CN([C@@H](C)CO)C(=O)c2cc(NC(=O)Nc3ccc(F)cc3)ccc2O1
  3 | -5 | 1 | -1 | 8 | 7 | -1 | 0.2
[40] COc1ccc(-c2nc3c(Cl)cc(C(F)(F)F)cn3c2Cc2cccc(F)c2)cc1OC
  -12 | 3 | 1 | -1 | -18 | nt | 7 | 0.6

Compound activity (PubChem)
